NR5A2 inv ag: NR5A2 inverse agonism in reporter assay; O00482; inhibition, % at 3.6 µM; HEK293T StAR-luciferase reporter, LRH-1 transfected, 24 h; 360,000 compounds, 0.13% hits;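 active = inhibition above the mean inhibition of all tested compounds plus 3 SD, cut at about 73% in these data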;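 note: 0% = DMSO wells and 100% = reporter-only cells lacking LRH-1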
Target sequence (O00482 whole entry, looked up): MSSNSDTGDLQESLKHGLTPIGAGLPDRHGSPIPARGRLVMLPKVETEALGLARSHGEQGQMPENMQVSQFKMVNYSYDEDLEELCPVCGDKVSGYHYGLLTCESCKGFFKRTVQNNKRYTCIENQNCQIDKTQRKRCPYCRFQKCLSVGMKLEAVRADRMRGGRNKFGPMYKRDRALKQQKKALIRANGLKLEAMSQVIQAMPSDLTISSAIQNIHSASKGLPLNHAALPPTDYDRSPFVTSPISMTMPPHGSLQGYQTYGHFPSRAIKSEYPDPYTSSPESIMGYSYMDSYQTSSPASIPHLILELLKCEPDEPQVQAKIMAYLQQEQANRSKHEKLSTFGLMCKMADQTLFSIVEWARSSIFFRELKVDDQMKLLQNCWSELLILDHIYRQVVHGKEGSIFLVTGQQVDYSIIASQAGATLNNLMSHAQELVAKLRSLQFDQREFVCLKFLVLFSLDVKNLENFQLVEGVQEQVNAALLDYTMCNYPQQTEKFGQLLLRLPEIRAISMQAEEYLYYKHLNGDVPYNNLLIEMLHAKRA
SRC2 inh: inhibits human steroid receptor coactivator 2. Q15596. HEK293 GAL4-SRC2 luciferase reporter, luminescence. inhibition, % at 9 µM. 370,000 compounds, 0.17% hits;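 active = inhibition above the mean inhibition of all tested compounds plus 3 SD, set per campaign, cut at about 52% in these data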;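 note: 0% = DMSO treated cells and 100% = cells given Gossypol at 36 µM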
NCOA3 inh: inhibits human SRC3 coactivator. Q9Y6Q9. HEK293 GAL4-SRC3 luciferase reporter, luminescence. inhibition, % at 3.6 µM. 360,000 compounds, 0.17% hits. AID 588352;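 active = inhibition above a per-campaign cutoff, the mean of all compounds plus 3 SD, cut at about 60% in these data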;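 note: 0% = DMSO-treated cells and 100% = gossypol-treated cells at 36 µM; higher means less SRC3-driven luciferase light from the GAL4 reporter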
TLR9-MyD88 block: inhibitors of human TLR9-MyD88 binding; Q9NR96+Q99836; inhibition, % at 4.98 µM; AID 504734; 340,000 compounds, 0.21% hits; CHO BLA complementation TLR9-MyD88, CCF4 FRET ratio;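 active = inhibition above the mean over all tested compounds plus 3 SD, cut at about 21% in these data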;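 note: 0% = DMSO only wells and 100% = clavulanate BLA inhibitor control wells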
LMP1 NFkB inh: inhibitors of Epstein-Barr LMP1-induced NF-kappaB reporter. AID 504558. 350,000 compounds, 0.69% hits. LMP1-induced NF-kappaB luciferase reporter cells, luminescence. inhibition, % at 12.5 µM; in the data active = inhibition above about 41%;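 note: 0% = neutral control wells and 100% = reference inhibitor control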
MC4R barr agon: human MC4R agonism via beta-arrestin; activation, % at 8.9 µM; P32245; 360,000 compounds, 0.98% hits; U2OS MC4R beta-arrestin complementation, luminescence; percent of melanotan II response, DMSO zero;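 active = activation above a per-plate cutoff, the mean activation of sample wells on that plate plus 3 SD, cut at about 8% in these data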
Target sequence (P32245 whole entry, looked up): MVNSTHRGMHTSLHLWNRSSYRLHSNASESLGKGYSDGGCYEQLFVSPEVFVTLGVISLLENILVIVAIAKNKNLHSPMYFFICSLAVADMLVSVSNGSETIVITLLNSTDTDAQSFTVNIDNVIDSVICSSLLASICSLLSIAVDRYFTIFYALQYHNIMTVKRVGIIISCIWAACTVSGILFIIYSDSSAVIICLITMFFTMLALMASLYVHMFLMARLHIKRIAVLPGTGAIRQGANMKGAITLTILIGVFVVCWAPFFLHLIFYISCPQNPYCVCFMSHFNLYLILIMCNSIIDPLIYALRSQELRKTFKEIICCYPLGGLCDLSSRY
MC4R antag cAMP: blocks human MC4R cAMP signaling | P32245 | MC4R-expressing cells, MTII-stimulated cAMP, LANCE TR-FRET | inhibition, % at 6.5 µM | 360,000 compounds, 0.48% hits | AID 540295;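 active = inhibition above its plate's cutoff, the mean of tested wells on that plate plus 3 SD, cut at about 29% in these data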;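 note: 0% = Melanotan II alone and 100% = Melanotan II plus saturating MCL0020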
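Material: human MC4R-expressing U2OS cells. Probe or stimulus: Melanotan II challenge. Dosing: 6.5 µM single dose. Times: 30-min compound, 1-h challenge, 1-h detection, room temperature. Technique: TR-FRET with Eu-cAMP and labeled anti-cAMP, 671 nm. Replication: singlicate.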
NOD2 RIPK2 PPI: blocks binding of human NOD2 to RIPK2. CHO BLA complementation NOD2-RIPK2, CCF4 ratio. inhibition, % at 4.98 µM. 360,000 compounds, 0.38% hits; in the data active = inhibition above about 21%;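 note: 0% = vehicle only and 100% = reference blocker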
NCOA1 inh: inhibitors of human steroid receptor coactivator 1 (SRC1) | Q15788 | HEK293 GAL4-SRC1 luciferase reporter, luminescence | inhibition, % at 3.6 µM | 360,000 compounds, 0.12% hits;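 active = inhibition above the campaign mean plus 3 SD, with each screening campaign given its own cutoff, cut at about 60% in these data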;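 note: 0% = DMSO treated cells and 100% = gossypol at 36 µM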
ABHD5 PLIN5 PPI: blocks binding of human ABHD5 to perilipin-5; AID 602281; 360,000 compounds, 0.78% hits; Split G. princeps luciferase complementation, luminescence, 4 h; inhibition, % at 4 µM;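 active = inhibition above the mean inhibition across every tested compound plus 3 SD, cut at about 22% in these data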;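 note: 0% = DMSO only wells and the 100% control is not disclosed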
COUP-TFII inh: blocks human COUP-TFII nuclear receptor; P24468; HEK293T NGFI-A luciferase reporter, luminescence; 370,000 compounds, 0.7% hits; inhibition, % at 8.6 µM; AID 686940;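 active = inhibition above a per-plate cutoff, mean inhibition of test wells between control levels plus 3 SD, cut at about 38% in these data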;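 note: cells cotransfected with COUP-TFII expression vector driving the NGFI-A reporter; 0% = median of COUP-TF2 test wells and 100% = reporter-only cells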
Numbers without * were called inactive; . = no result given.

SMILES	NR5A2 inv ag	SRC2 inh	NCOA3 inh	TLR9-MyD88 block	LMP1 NFkB inh	MC4R barr agon	MC4R antag cAMP	NOD2 RIPK2 PPI	NCOA1 inh	ABHD5 PLIN5 PPI	COUP-TFII inh
COc1ccccc1OCC(=O)NNC(=O)C1CCN(c2ncnc3sc(C)c(C)c23)CC1	1	17	36	-4	17	-1.1	-6	-6	-12	-6	2
CCc1cc2c(SCC(=O)N3CCN(C(=O)c4cccs4)CC3)ncnc2s1	14	9	1	-15	-7	-1.0	-5	-2	19	-5	4
CCn1nc([N+](=O)[O-])c(C(C#N)c2nc3cc(C(F)(F)F)ccc3s2)c(Cl)c1=O (stereo unspecified)	14	-11	62*	7	7	-1.9	16	-5	-45	1	17
CCOC(=O)C1CCN(C(=O)Cn2nc(C)n3nc(-c4ccc(CC)cc4)cc3c2=O)CC1	14	-33	-11	4	5	-0.3	1	-9	-2	-3	6
CCOC(=O)c1[nH]c2ccc(Br)cc2c1NC(=O)CCN1CCCC(C)(C)C1	8	12	14	-7	-28	0.0	5	-3	7	10	0
COc1ccc(CC2CC(=O)N(c3ccc(C)cc3)C2=O)cc1 (stereo unspecified)	13	-10	0	0	-5	-0.4	-1	-3	9	-7	22
Cc1c(C)n(Cc2ccc(F)cc2)c2ccc(C(=O)NCCN3CCOCC3)cc12	6	-8	3	-4	11	-2.0	4	5	-36	7	12
CNC(=S)N1CCN(C(=O)C2CCCO2)CC1 (stereo unspecified)	20	-20	23	7	1	-1.4	3	-13	0	2	9
O=S(=O)(NCCCCCNS(=O)(=O)c1ccc(F)cc1)c1ccc(F)cc1	9	-3	-23	14	-12	0.5	6	4	-19	-4	7
Cc1ccc(CSCC(=O)N/N=C/c2cccc(OC3CSC3)c2)cc1	-4	-21	12	-3	-2	5.6	3	3	7	1	8
O=C(O)/C=C/c1cnc2ccccc2n1	16	0	6	-10	-9	-1.6	3	10	8	3	2
CCC(CO)Oc1cc(NCc2ccccn2)c2ncn(C(C)C)c2c1 (stereo unspecified)	7	-42	-15	-13	-4	-1.4	6	-7	6	-8	2
CCN(CC)S(=O)(=O)c1cccc(NC(=O)C(=O)c2c(-c3ccccc3)cc3ccccn23)c1	-2	-3	8	-1	-3	-1.2	8	-5	-20	-4	26
COc1ccc(N2CCN(CCNC(=O)c3nnc(Cc4c(F)cccc4Cl)o3)CC2)cc1	11	-8	13	-5	3	-1.4	-8	1	-4	0	-2
Cc1ccc[n+](CC(=O)N2CCCc3ccccc32)c1	5	-13	-11	-7	1	-2.4	15	1	-14	-4	17
COc1cccc(CNC(=O)CCCN2C(=O)C(c3ccccc3)Oc3cccnc32)c1OC (stereo unspecified)	8	5	10	5	4	-0.4	5	6	3	0	8
COC(=O)CC1(C(=O)OC)Nc2cc(Cl)c(Cl)cc2S(=O)(=O)N1O (stereo unspecified)	5	-15	-11	1	-24	-1.1	28	-1	-17	-15	-10
Cc1ccc(CS(=O)(=O)Cc2ccc(C(=O)NC3CCCC3)o2)cc1	-1	-11	13	-6	1	-2.8	5	-15	-6	1	21
CCc1ccc(NC(=S)Nc2ccc3[nH]c(=O)[nH]c3c2)cc1	12	5	10	3	-8	0.7	-1	3	-2	1	-23
Cc1ccc(Cc2c(-c3cccc(Cl)c3)nc3cc(C)c(Br)c(C)n23)cc1	-6	-28	-7	.	.	.	.	-6	-1	1	-4
Nc1cc(=O)n(Cc2ccccc2)c(=O)n1-c1ccc(F)cc1	13	0	16	0	-2	-0.9	-1	8	15	-2	3
COc1ccc(-c2cc(C(=O)Nc3cccnc3Cl)no2)cc1OC	2	-17	1	-7	6	-0.7	-1	-4	1	0	-2
CCOC(=O)C1=C(CSc2nc3c(cc2C#N)CN(C)CC3)OC(N)=C(C#N)C1c1ccccc1 (stereo unspecified)	-11	-7	14	-1	1	-2.5	-2	-1	-19	-6	-3
CC(=O)NC(c1ccccc1)c1nc(-c2ccc(Cl)cc2)cs1 (stereo unspecified)	21	2	5	.	.	-0.5	5	-1	4	11	11
CSC1=C(C#N)C(c2ccc(Cl)cc2)C2=C(CC(C)(C)CC2=O)N1 (stereo unspecified)	7	20	19	-8	2	0.2	8	-2	14	-1	12
O=[N+]([O-])c1cccc(CON=Cc2cc(Cl)ccc2O)c1	1	-30	-8	-2	-3	-1.7	-11	3	-13	-14	-19
COCCN1C(=O)N(c2ccc(OC)cc2)C(=O)C1CC(=O)Nc1cccc(F)c1 (stereo unspecified)	-13	-9	20	-6	0	0.1	15	-3	3	3	12
CCc1cccc(NS(=O)(=O)c2ccc3c(c2)NC(=O)CO3)c1	17	-10	18	1	7	0.8	4	2	12	5	5
CCOC(=O)N1CCN(C(=O)c2ccc3c(c2)NC(=O)/C(=C\c2cccc(C)c2)S3)CC1	10	12	11	-3	9	3.6	-2	1	7	9	5
COc1ccc(-n2c(=O)c3ccccc3n(CC(=O)NC3CCCCC3)c2=O)cc1	17	-10	7	4	4	-1.9	-3	-8	1	0	1
COc1ccccc1C1OC(c2cccc([N+](=O)[O-])c2)=NN1C(C)=O (stereo unspecified)	-10	-19	6	-6	10	-0.4	14	-3	11	1	7
COC(=O)COc1ccc(S(=O)(=O)NCc2ccncc2)cc1	13	26	27	-1	18	-0.7	2	-15	-19	2	23
COc1ccc(NC(=O)c2cc3cccc(OC)c3oc2=Nc2ccc(C(=O)O)cc2)cc1OC	-1	-18	13	-3	-11	-1.9	-2	-2	-9	2	8
CCN(CC)CC(=O)Nc1ccc(Oc2ccc(NC(=O)CN(CC)CC)cc2)cc1	-3	6	19	.	-14	-0.1	9	-9	6	-2	-9
O=C(COC(=O)c1ccc(N2CCCC2=O)cc1)NCc1ccco1	-7	-18	-7	1	8	0.4	-2	-6	-11	0	-22
COC(=O)c1ccc(C2C(C(=O)Nc3ccc(C)cc3C)=C(C)Nc3ncnn32)cc1 (stereo unspecified)	19	10	-7	-6	-3	-0.8	6	-2	0	-1	2

Some values from the list.
Value for COc1ccc(N2CCN(CCNC(=O)c3nnc(Cc4c(F)cccc4Cl)o3)CC2)cc1 under NCOA3 inh: 13
Value for CSC1=C(C#N)C(c2ccc(Cl)cc2)C2=C(CC(C)(C)CC2=O)N1 (stereo unspecified) under COUP-TFII inh: 12
Value for Cc1ccc(CS(=O)(=O)Cc2ccc(C(=O)NC3CCCC3)o2)cc1 under COUP-TFII inh: 21
Value for COc1cccc(CNC(=O)CCCN2C(=O)C(c3ccccc3)Oc3cccnc32)c1OC (stereo unspecified) under NOD2 RIPK2 PPI: 6
Value for CCOC(=O)C1=C(CSc2nc3c(cc2C#N)CN(C)CC3)OC(N)=C(C#N)C1c1ccccc1 (stereo unspecified) under COUP-TFII inh: -3

The list goes on:
SMILES	NR5A2 inv ag	SRC2 inh	NCOA3 inh	TLR9-MyD88 block	LMP1 NFkB inh	MC4R barr agon	MC4R antag cAMP	NOD2 RIPK2 PPI	NCOA1 inh	ABHD5 PLIN5 PPI	COUP-TFII inh
CCN(CC)CCNC(=O)Cn1cnc2sc(C)c(S(=O)(=O)N3CCC(C)CC3)c2c1=O	20	-26	16	5	-9	0.8	-2	3	20	4	9
Cc1ccc(CC(=O)NC2CCSC2=O)cc1 (stereo unspecified)	-15	-15	-10	-4	-15	-3.2	12	-14	-4	3	9
CCOC(=O)C1CCCCN1Cc1cccc(Oc2ccccc2)c1 (stereo unspecified)	4	5	-25	-7	-1	1.6	2	1	-7	0	-9
COc1cccc(-c2cnc3c(NC(C)=O)cc(-c4ccc(OC)c(OC)c4)cn23)c1	-6	6	-16	.	.	7.1	7	1	-17	9	-15
CCOC(=O)C1(C(=O)OCC)NC(=O)CC1C (stereo unspecified)	-3	-12	-4	-3	7	-0.2	1	-12	-10	6	-3
C[C@@H]1CC=C[C@H]2[C@H]1C(=O)N(Cc1ccccc1)[C@H]2c1ccc(F)c(/C=C/c2ccccc2)c1	-8	6	10	-3	27	-1.1	8	-3	-18	1	3
Cc1ccc(OCCN2C(=O)C(=O)c3cc(C)ccc32)cc1	1	-15	-8	6	6	-2.0	-13	15	7	8	-8
O=C(CC12CC3CC(CC(Br)(C3)C1)C2)OCCN1CCCCC1	-3	-25	-4	2	-3	1.2	18	-1	-1	3	-1
CN(c1ccc(OCC(=O)Nc2ccc(S(N)(=O)=O)cc2)cc1)S(=O)(=O)c1ccc(F)cc1	11	-2	23	-2	-21	-0.8	-2	-4	-6	5	19
COc1ccc(-c2c(-c3cc(OC)cc(OC)c3)n(C)c3ccc(-c4ccn[nH]4)cc23)cc1	16	-9	2	-3	-26	-1.7	11	-1	7	-3	-10
Cc1ccc(C)c(S(=O)(=O)Nc2ccc(C(=O)NCCCN(C)C)cc2)c1	5	-1	5	-10	-7	-1.9	0	-11	-3	3	6
Cc1ccc(NC(=O)C2=CN3CCS(=O)(=O)N=C3C=C2)cc1	8	-1	12	-2	-2	-1.3	-4	4	4	2	5
Cc1ccc(NC2CCCN(C(=O)c3ccccn3)C2)cc1C (stereo unspecified)	9	-20	4	-3	-2	-2.6	3	9	-2	-8	-8

Complete entries, quoted from the list.
C[C@@H]1CC=C[C@H]2[C@H]1C(=O)N(Cc1ccccc1)[C@H]2c1ccc(F)c(/C=C/c2ccccc2)c1 across the screens: NR5A2 inv ag = -8; SRC2 inh = 6; NCOA3 inh = 10; TLR9-MyD88 block = -3; LMP1 NFkB inh = 27; MC4R barr agon = -1.1; MC4R antag cAMP = 8; NOD2 RIPK2 PPI = -3; NCOA1 inh = -18; ABHD5 PLIN5 PPI = 1; COUP-TFII inh = 3
CCOC(=O)C1(C(=O)OCC)NC(=O)CC1C (stereo unspecified) across the screens: NR5A2 inv ag = -3; SRC2 inh = -12; NCOA3 inh = -4; TLR9-MyD88 block = -3; LMP1 NFkB inh = 7; MC4R barr agon = -0.2; MC4R antag cAMP = 1; NOD2 RIPK2 PPI = -12; NCOA1 inh = -10; ABHD5 PLIN5 PPI = 6; COUP-TFII inh = -3

Screens (PubChem BioAssay)

Only part of the results is shown. The share of hits here may be higher or lower than overall.
